# INS-1E GSIS act – GLuc luminescence reporter in INS-1E cells, primary screen for activators of glucose-dependent secretion of insulin; INS-1E GLuc reporter insulin secretion, 2-3 h; activation, % at 16.6 µM; 370,000 tested, 0.61% active; AID 743287;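 active = lowest replicate activation of at least 40%, so every replicate reaches that level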;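 also: 0% = median of neutral control wells and 100% = median of IBMX positive control wells; some compounds called inactive have numbers as strong as hits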
# PAX8 inh HTS – PAX8 transcriptional activity inhibition. inhibition, % at 12.6 µM. RMG-I TPO-luciferase reporter, SteadyGlo, 24 h. 360,000 tested, 1.2% active;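 active = mean replicate inhibition at least 60% with every replicate also reaching 60%; inconclusive = only one of the two criteria is met; inactive = mean below 60% and not all replicates reaching 60%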;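 also: luciferase light reporting Pax8 driven TPO promoter activity; plate controls were median of neutral control wells for no effect and mitoxantrone controls for full effect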
# FN deposit inh – fibronectin deposition inhibition; AH1F fibroblasts, Alexa488-fibronectin deposition fluorescence, overnight; inhibition, % at 12.6 µM; 350,000 tested, 0.086% active;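 active = mean inhibition across replicates of 30% or more, regardless of how many single replicates reach that level; inconclusive = mean under 30% yet at least half of replicates reach 30%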;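 also: positive control wells lacked labelled fibronectin entirely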
#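 test system = AH1F fibroblasts assembling fluorescent fibronectin matrix | quantity = 10000 AH1F cells per well | buffer or medium = DMEM plus 2% serum, read in PBS | doses = single dose, pinned | incubation = 1 h cell attachment, overnight exposure to compound and label | detection = fluorescence at 485 nm excitation, 525 nm emission | read-out basis = inhibition from reduced deposited-fibronectin fluorescence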
# miR-122 sensor – inhibitors of miR-122 in Huh7 cells; AID 602342; 340,000 tested, 0.3% active; Huh7 miR-122 Renilla luciferase sensor, 48 h; neutral wells = 0, positive control = 100; activation (reporter increase), % at 12.5 µM;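 active = mean replicate activation score at least 90 and every replicate individually at or above 90; inconclusive = only one of the two criteria met; inactive = neither criterion met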;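 also: higher luciferase means less miR-122 activity so hits act as miR-122 inhibitors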
# EWS-Fli inh – blocks EWS/Fli oncoprotein-driven transcription. A673 NR0B1-luciferase reporter, viability-normalised. inhibition, % at 12.6 µM. 350,000 tested, 0.67% active. AID 651661;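 active = mean inhibition of at least 50% after viability correction, with every replicate also passing that limit; inconclusive = mean reaches 50% but only one of two replicates passes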;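 also: firefly luciferase signal divided by Alamar Blue viability fluorescence both relative to DMSO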
# DENV2 CPE – DENV2-induced cell death inhibition. AID 651640. CPE inhibition, % at 9.99 µM. DENV2-infected cells, cytopathic effect rescue, plate reader. 350,000 tested, 1.7% active; in the data active = CPE inhibition above about 20%, passing the limit was not always enough; inconclusive = no clear call, values can overlap the other calls; tested in BHK-21 cells;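 also: 0% = median of neutral control wells and 100% = median of positive control wells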
# CFTR F508del cor – correctors of CFTR F508del function in bronchial epithelial cells. CFBE cells, YFP halide quenching; stimulated with forskolin plus potentiator P3; % fluorescence drop versus neutral controls. activity (quench increase), % at 7.58 µM. 350,000 tested, 0.36% active. AID 720511;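 active = mean added fluorescence quench of at least 8% versus neutral control, with both replicates also reaching 8%; inconclusive = only one of the mean or replicate conditions met; inactive = mean below 8% and not both replicates reaching 8%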;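 also: cells transiently co-express mutant CFTR-F508del with the halide-sensitive YFP; corrector assay measuring rescue of mutant channel to the surface after 24 h compound exposure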
# * = called active by the depositor; u = inconclusive; x = no result given; [ ] = dose if it differs, or a comment.
SMILES,INS-1E GSIS act,PAX8 inh HTS,FN deposit inh,miR-122 sensor,EWS-Fli inh,DENV2 CPE,CFTR F508del cor
COc1ccc(OC)c(-c2csc(N(C)C(=O)c3ccco3)n2)c1,15,5,5,3,0,1,-2.6
COc1ccc(CN2C[C@H](C)[C@@H](OC)CN(C)C(=O)c3ccc(NC(=O)c4nc5ccccc5s4)cc3OC[C@@H]2C)cc1,x,74*,9,x,15,-4,1.5
C[C@@H]1CCCCO[C@@H](CN(C)C(=O)Nc2ccc(C(F)(F)F)cc2)[C@@H](C)CN([C@H](C)CO)C(=O)c2cc(N(C)C)ccc2O1,-1,35,x,12[16.7 µM],-8,0,-0.8
O=C(CCN1CCN(c2ccccc2)CC1)Nc1nccs1,x,23,-7,-4,x,x,x
CC1(C)CC(C(CC(=O)N2CCCC2)Cc2ccccc2)CCO1 (stereo not drawn),-3,6,-2,20,-3,-3,-7.5
NS(=O)(=O)c1cnccc1Nc1cccc(F)c1,26,-8,-9,23,8,-4,0.9
N#Cc1ccc(NC(=O)COC(=O)C2CCC2)cc1,x,113*,8,3,1,11,0.5
CSc1ccc(S(=O)(=O)N2CCC(C(=O)NCCN3CCOCC3)CC2)cc1,26,0,-7,7,-5,-5,3.3
COc1ccc(N2C(=O)c3ccccc3NC2(C)C)cc1,16,-115,-2,-6,-86,-3,-0.4
C[C@@H]1CN([C@H](C)CO)C(=O)c2cc(NS(=O)(=O)c3ccccc3)ccc2O[C@@H]1CN(C)Cc1ccccc1,4,-1,x,4[16.7 µM],-8,-7,2.6
O=C(Nc1ccc2c(c1)OCCO2)C(c1ccccc1)n1c(=O)c(-c2cc3ccccc3[nH]2)nc2ccccc21 (stereo not drawn),-42,27,-4,x,-7,u,0.6
CCC(=O)N1[C@@H](CO)[C@@H]2c3ccccc3N(S(=O)(=O)c3ccccc3F)C[C@@H]21,0,-3,x,33[16.7 µM],-5,-3,1.9
COc1cc(C2c3cc4c(cc3OC(NNC(N)=S)C2C)OCO4)cc(OC)c1OC (stereo not drawn),19,85*,x,78,61*,1,2.5
Cc1ccc(NC(=O)CN(C)C(=O)CSc2nnnn2C)cc1,8,-11,10,0,-3,2,-2.1
Nc1c(-c2ccccc2)nnn1Cc1ccccc1,5,-30,6,x,-11,1,-1.5
CCOC(=O)c1cnc2c(C)c(Cl)ccc2c1N1CCN(CC)CC1,-19,5,3,14,9,12,-0.5
COc1cccc(C(=O)O/N=C(\C)c2cnccn2)c1,5,-7,x,x,6,-5,-2.5
COc1ccc(OCCNc2c([N+](=O)[O-])c(=O)oc3ccccc23)cc1,-8,12,-3,x,18,-5,-0.7
OC[C@H]1Nc2ccc(-c3ccccc3)cc2[C@@H]2[C@H]1CCN2Cc1ccccc1F,10,58,-19,-5[16.7 µM],6,-26,3.3
COc1ccc(-c2ccc(C(=O)C3CC3)cc2)cc1,-6,-138,-7,x,-33,7,x
COc1ccc(N/C=C\C(=O)c2ccc(C)cc2)cc1OC,6,-108,-11,0,-106,-4,1.7
Cc1sc2ncnc(NCc3cccnc3)c2c1C,17,14,-3,x,1,0,4.0
CCCCCC(=O)NNC(=S)NC(=O)c1ccc([N+](=O)[O-])cc1,0,-2,x,1,2,-3,-0.6
Cc1ccc(C)c(NC(=O)Cn2nnc(C(=O)NCc3ccco3)c2N)c1,-1,35,4,10,28,-2,0.3
COc1ccc(CN(C)C[C@@H]2OCc3cn(nn3)CCCC(=O)N([C@H](C)CO)C[C@H]2C)cc1,-5,-2,4,0[16.7 µM],7,-6,1.5
COc1ccccc1N1CCN(C(=O)Cc2cccs2)CC1,x,5,3,-10,x,x,x
C[C@H]1CN([C@@H](C)CO)C(=O)c2cccc(NC(=O)C3CC3)c2O[C@H]1CN(C)Cc1ccc(Oc2ccccc2)cc1,-5,x,x,3[16.7 µM],9,1,-0.7
COCC#Cc1ccc2c(c1)O[C@@H](CN(C)Cc1ccncc1)[C@@H](C)CN([C@@H](C)CO)S2(=O)=O,1,x,14,9[16.7 µM],-13,22*,2.8
COc1ccccc1NC(=O)N1CCCCN2[C@H](CO)[C@@H](c3ccc(C#Cc4ccccc4)cc3)[C@@H]2C1,10,-16,x,-3[16.7 µM],x,19,1.5
CN(CCC1CCCCO1)C(=O)c1cc(COc2ccc(F)cc2F)on1 (stereo not drawn),-7,-40,-2,x,-26,1,0.2
Cc1cc(C)c(S(=O)(=O)NCc2ccc3c(c2)cc(C)n3C)c(C)c1,15,48,2,-9,6,9,0.4
CCc1ccccc1NC(=O)CNC(=O)CCNC(=O)Nc1ccccc1,-6,-13,4,x,-1,u,0.6
Cc1c(C)c2c(OCC(=O)NCC(=O)NCC(=O)O)cc3c(c2oc1=O)CCC(C)(C)O3,4,-3,4,-7,-5,2,-0.3
COc1ccccc1OCCn1c(SCC(=O)O)nc2ccccc21,-4,11,0,3,6,4,0.5
C[C@H](CO)N1C[C@H](C)[C@H](CN(C)C(=O)Nc2ccc3c(c2)OCO3)Oc2ccc(NS(=O)(=O)c3ccccc3)cc2C1=O,8,x,-3,-2[16.7 µM],-2,-9,0.7
C=CCNC(=O)c1ccc(CSc2nc3ccccc3s2)cc1,-2,-76,-1,-4,-40,-1,7.4
O=C(Cn1ccc(NC(=O)OCc2ccccc2)nc1=O)NCCCN1CCCC1=O,8,-8,4,-1,-8,114*,-0.1
O=C1/C(=C/c2ccco2)SC(=S)N1CC1CCCO1 (stereo not drawn),x,-10,-7,-1,-57,-1,0.8
Cc1ccc(S(=O)(=O)Nc2ccc3c(c2)CC(=O)N([C@H](C)CO)C[C@H](C)[C@H](CN(C)S(=O)(=O)c2cn(C)cn2)O3)cc1,14,-18,x,4[16.7 µM],-3,3,1.9
O=C(N[C@H](C(=O)N1CCC[C@H]1C(=O)NCCc1ccccc1Cl)C1CCCCC1)C1CC1,x,27,-1,x,-13,16,1.6

# Quoted from the listing:
# Entry of `Cc1cc(C)c(S(=O)(=O)NCc2ccc3c(c2)cc(C)n3C)c(C)c1` in FN deposit inh: 2
# Entry of `N#Cc1ccc(NC(=O)COC(=O)C2CCC2)cc1` in CFTR F508del cor: 0.5
# Entry of `Cc1ccc(NC(=O)CN(C)C(=O)CSc2nnnn2C)cc1` in PAX8 inh HTS: -11

# Going on with the list.
SMILES,INS-1E GSIS act,PAX8 inh HTS,FN deposit inh,miR-122 sensor,EWS-Fli inh,DENV2 CPE,CFTR F508del cor
COc1ccc(NC(=O)c2ccc(C)cc2)c(OC)c1,2,-93,3,x,x,x,x
CN(C)c1nc(N/N=C/c2ccccc2O)nc(Nc2ccc(F)cc2)n1,-4,48,2,x,12,0,5.2
C[C@@H]1CN([C@@H](C)CO)S(=O)(=O)c2ccc(-c3ccncc3)cc2O[C@@H]1CN(C)C,17,x,-7,-3[16.7 µM],-17,9,2.4
CN(CC(=O)Nc1ccc(OC(F)(F)F)cc1)C1CCCCC1,-10,2,-7,2,3,-5,-6.2
CC(=O)N1CCC(C(=O)NCCOc2cccc(C)c2)CC1,8,-1,1,-2,-4,0,0.3
CNNC(=S)Nc1cccc(C(F)(F)F)c1,x,22,-4,1,13,2,0.6
O=C(COC(=O)c1c[nH]c2ccccc12)Nc1ccccc1,x,3,6,-5,3,-6,x
O=C(Nc1sc2c(c1C(=O)O)CCCCC2)c1ccccc1F,-17,-4,2,x,-114,0,1.1
O=c1c(-c2ccccc2)c(O)nc2ccccn12,13,x,x,x,1,-1,3.0
O=c1[nH]c2cc3c(cc2cc1CN(CC1CCCO1)S(=O)(=O)c1ccc(Cl)cc1)OCCO3 (stereo not drawn),11,x,x,2,6,-2,0.0
O=C1C(Cl)=C(Nc2ccccc2O)C(=O)N1c1ccccc1,x,-96,-2,-2,x,x,x
CCN(CC)C(=O)c1ncn2c1c(=O)[nH]c1ccccc12,-8,-5,-1,2,6,-1,5.8
Cc1noc(C)c1S(=O)(=O)Nc1ccc2c(c1)CC(=O)N([C@@H](C)CO)C[C@@H](C)[C@H](CN(C)CC1CCCCC1)O2,-17,46,-18,-4[16.7 µM],5,4,-2.7
Cc1c(O)ccc2c(-c3ccccc3)cc(=O)oc12,14,12,16,-1,5,14,-0.9
O=C(C[C@@H]1CC[C@H]2[C@@H](COC[C@H](O)CN2Cc2ccc(Oc3ccccc3)cc2)O1)N1CCOCC1,6,3,6,-7[16.7 µM],2,-9,0.6
Cc1c(Cl)cccc1NC(=O)CC(C(=O)O)C1CCCO1 (stereo not drawn),x,-5,-2,6,x,x,x
Cc1ccc(SCC(=O)NC(=O)Nc2ccc3c(c2)OCCO3)cc1C,0,-8,3,-1,2,-1,x
O=C(OCc1nnc(-c2ccccc2)o1)c1cc(F)c(F)cc1Cl,-4,-4,-2,x,1,4,-2.0
Cn1c(Cl)c(/C=N/OC(=O)C(C)(C)C)c2ccccc21,19,14,-1,x,-3,-4,-2.1
O=C(Nc1nc2c(Cl)ccc(Cl)c2s1)C1CC1,1,25,1,1,-4,10,-2.0

# Three entries from above, sorted by the number in INS-1E GSIS act, falling.
Compound | INS-1E GSIS act | miR-122 sensor | CFTR F508del cor
COc1cc(C2c3cc4c(cc3OC(NNC(N)=S)C2C)OCO4)cc(OC)c1OC (stereo not drawn) | 19 | 78 | 2.5
C[C@@H]1CN([C@@H](C)CO)S(=O)(=O)c2ccc(-c3ccncc3)cc2O[C@@H]1CN(C)C | 17 | -3[16.7 µM] | 2.4
Cc1ccc(C)c(NC(=O)Cn2nnc(C(=O)NCc3ccco3)c2N)c1 | -1 | 10 | 0.3

# 2 compounds drawn at random from those above, as already listed:
SMILES,INS-1E GSIS act,PAX8 inh HTS,FN deposit inh,miR-122 sensor,EWS-Fli inh,DENV2 CPE,CFTR F508del cor
C=CCNC(=O)c1ccc(CSc2nc3ccccc3s2)cc1,-2,-76,-1,-4,-40,-1,7.4
NS(=O)(=O)c1cnccc1Nc1cccc(F)c1,26,-8,-9,23,8,-4,0.9

# Next section:
SMILES,INS-1E GSIS act,PAX8 inh HTS,FN deposit inh,miR-122 sensor,EWS-Fli inh,DENV2 CPE,CFTR F508del cor
COc1ccc2c(c1)CC/C(=C/c1ccccn1)C2=O,6,-44,-3,-5,-70,-2,-1.4
COC(C/C=C/[C@@H](O)[C@@H](C)OCc1ccccc1)OC,-4,-32,4,0,-7,-14,0.0
CO[C@H]1CN(C)C(=O)c2ccc(NC(C)=O)cc2OC[C@H](C)N(C(=O)C2CC2)C[C@@H]1C,3,x,-21,x,x,2,-2.5
CCOC(=O)C1CCN(C(=O)COC(=O)c2c(C)c(CC)nc3ccccc23)CC1,x,0,1,-2,-7,4,1.0
CC(=O)Nc1cccc(-c2ccnc3c2CC(C)(C(=O)NCc2ccc(F)c(F)c2)O3)c1 (stereo not drawn),-9,16,10,x,58*,3,1.9
COc1ccc(Cl)cc1S(=O)(=O)N1CCN(c2ccc(F)cc2)CC1,x,0,-5,29,x,x,x
OC[C@H]1[C@@H](c2ccc(C#Cc3ccccc3F)cc2)[C@H]2CN(Cc3cncnc3)CCCCN21,-19,13,x,-4[16.7 µM],-8,-15,-0.1
O=C(C[C@@H]1CC[C@H]2[C@@H](COC[C@@H](O)CN2C(=O)c2ccc(F)cc2)O1)NCc1cccc(F)c1,0,7,-12,-7[16.7 µM],1,-6,0.7
COc1ccc(NC(=O)C(OC(=O)c2cnccn2)c2ccccc2)cc1Cl (stereo not drawn),-1,-16,5,48,-5,4,0.2

# Bioassay records as filed in PubChem.
